S1P3 antagonist – S1P3 receptor antagonists, primary screen, cell-based. Sphingosine 1-phosphate receptor 3 (Homo sapiens), Q99500. inhibition, % at 4.98 µM. 170,000 compounds, 0.27% hits. CHO S1P3 NFAT-BLA reporter, FRET fluorescence, antagonist mode;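 active = inhibition above the plate cutoff, the mean inhibition of test wells on that plate plus 3 SD, cut at about 28% in these data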;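 also: cells challenged with S1P at its EC80 of 0.8 µM; blue over green emission ratio from cleaved BLA substrate after 4 h stimulation; 0% = S1P-stimulated wells and 100% = unstimulated DMSO-only wells; some compounds past the cut are filed as inactive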
Target sequence (Q99500 whole entry, looked up): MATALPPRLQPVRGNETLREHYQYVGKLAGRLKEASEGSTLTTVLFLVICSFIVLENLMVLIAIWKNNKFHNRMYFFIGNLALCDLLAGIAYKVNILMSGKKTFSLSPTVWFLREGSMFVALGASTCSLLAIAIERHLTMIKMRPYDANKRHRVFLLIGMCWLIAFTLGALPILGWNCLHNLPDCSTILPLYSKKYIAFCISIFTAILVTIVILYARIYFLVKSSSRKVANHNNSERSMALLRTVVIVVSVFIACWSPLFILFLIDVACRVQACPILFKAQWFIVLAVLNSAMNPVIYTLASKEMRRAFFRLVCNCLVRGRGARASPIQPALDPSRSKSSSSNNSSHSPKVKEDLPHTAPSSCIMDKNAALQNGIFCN
An asterisk follows results filed as active.

For CN(C)c1cccc(/C=C(\C#N)c2ccccc2)c1 the results were S1P3 antagonist 11.
`Cn1c(SCC(=O)N/N=C/c2ccccn2)nnc1-c1ccccc1` gave S1P3 antagonist -17.
For NS(=O)(=O)c1ccc(NC(=O)CN2C(=O)c3ccccc3C2=O)cc1 the results were S1P3 antagonist -5.
`O=c1c(C(c2ccc(Cl)cc2)c2c(O)nc3n(c2=O)CCCS3)c(O)nc2n1CCCS2` gave S1P3 antagonist -7.
For O=C(O)c1ccc(NCc2nc3ccccc3n2Cc2ccccc2F)cc1 the results were S1P3 antagonist 0.
For Cc1cc(C)cc(NC(=O)N(C)Cc2ccccc2)c1 the results were S1P3 antagonist 9.
CCn1cc(C(=O)NCc2ccncc2)c(=O)c2cc(F)c(N3CCN(C(=O)c4ccco4)CC3)cc21 was read as S1P3 antagonist 8.
`N#Cc1ccc(/C=C(\C(=O)C(=O)O)c2ccc3ccccc3n2)cc1` gave S1P3 antagonist -9.
Screening O=C(Nc1nc2cc3c(cc2s1)OCCO3)c1ccc(N2C(=O)CCC2=O)cc1 returned S1P3 antagonist -4.
For COc1ccc(C2CN=NC2C(=O)c2ccccc2)cc1 (stereo not drawn) the results were S1P3 antagonist -2.
CC(C)c1nnc(NC(=O)CCC(=O)NC2CCCCC2)s1 was read as S1P3 antagonist -9.
Screening Brc1ccc2c(c1)c1nc3ccccc3nc1n2CCN1CCOCC1 returned S1P3 antagonist 2.
For COc1ccc(-n2ncc3c(N(C)C4CCCCC4)ncnc32)cc1 the results were S1P3 antagonist -15.
For c1csc(-c2nc(-c3ccc(-c4ccon4)s3)no2)c1 the results were S1P3 antagonist 0.
Cc1ccc(/C=C/C(=O)O)cc1S(=O)(=O)N1CCC(Cc2ccccc2)CC1 was read as S1P3 antagonist -2.

Part of the list above in order of formula weight, falling:
Screening Brc1ccc2c(c1)c1nc3ccccc3nc1n2CCN1CCOCC1 returned S1P3 antagonist 2.
Cc1ccc(/C=C/C(=O)O)cc1S(=O)(=O)N1CCC(Cc2ccccc2)CC1 was read as S1P3 antagonist -2.
For NS(=O)(=O)c1ccc(NC(=O)CN2C(=O)c3ccccc3C2=O)cc1 the results were S1P3 antagonist -5.
For c1csc(-c2nc(-c3ccc(-c4ccon4)s3)no2)c1 the results were S1P3 antagonist 0.

Next part
For COc1ccc(CNc2ncnc3c2[nH]c2ccccc23)cc1 the results were S1P3 antagonist -3.
For Nc1nc(NCCOCCO)nc(NCC2CCCO2)c1[N+](=O)[O-] (stereo not drawn) the results were S1P3 antagonist -11.
`Nc1ccccc1C(=O)NCCN1CCNC1=O` gave S1P3 antagonist 4.
O=C(O)c1cc(Cl)c2c(c1)OCO2 was read as S1P3 antagonist -15.
CCCNC(=O)Cn1sc2nc(C)cc(C)c2c1=O was read as S1P3 antagonist -2.
Screening NNC(=O)c1n[nH]c(=O)c2ccccc12 returned S1P3 antagonist 2.
Screening CCCCN(C(C)=O)C1CC(=O)N(c2ccc(OCCC)cc2)C1=O (stereo not drawn) returned S1P3 antagonist -10.
For CCOC(=O)C1=NOC2C3CC(C12)C1C(=O)N(CCc2ccc(OC)c(OC)c2)C(=O)C31 (stereo not drawn) the results were S1P3 antagonist -2.
Screening COc1cc(/C=C2\SC(=S)N(N3CCOCC3)C2=O)ccc1O returned S1P3 antagonist -1.
Screening CC1(C)CC(N2CCN(CCO)CC2)=CC(=S)N1 returned S1P3 antagonist -11.
COc1ccc(C(=O)C[n+]2cccc(Br)c2)cc1 was read as S1P3 antagonist 1.
`Cc1ccc(C2C(C(=O)c3cccs3)=C(O)C(=O)N2c2cccc(C)n2)cc1` (stereo not drawn) gave S1P3 antagonist 9.
`O=C(Cn1cnc2cc([N+](=O)[O-])ccc2c1=O)Nc1ccccc1-c1ccccc1` gave S1P3 antagonist -1.
N#C/C(=C\c1ccc(-c2cccc([N+](=O)[O-])c2)o1)C(=O)Nc1nc(-c2cccs2)cs1 was read as S1P3 antagonist 4.
`O=C(NCCCn1ccnc1)/C(=C/c1ccco1)NC(=O)c1ccco1` gave S1P3 antagonist -3.
`COC(=O)C(=CC(=CN(C)C)C=C(C(=O)OC)C(=O)OC)C(=O)OC` gave S1P3 antagonist -9.
Screening CC(NC(=O)CSc1n[nH]c(=O)[nH]c1=O)C1CC2CCC1C2 (stereo not drawn) returned S1P3 antagonist -12.
O=C(O)c1ccccc1Nc1ccnc(Cl)n1 was read as S1P3 antagonist -20.
CN(C)CCCN(Cc1ccc2c(c1)OCO2)C(=O)NC1CCCCC1 was read as S1P3 antagonist 7.
`COc1ccccc1NC(=O)c1c(N=Cc2cccc([N+](=O)[O-])c2)cnn1C` gave S1P3 antagonist -7.
`CSCC[C@H](NC(=O)Nc1ccc(Oc2ccccc2)cc1)C(=O)O` gave S1P3 antagonist 3.
For COC(=O)c1ccc(S(=O)(=O)NCc2ccc(S(N)(=O)=O)cc2)n1C the results were S1P3 antagonist -5.
For O=C(CCC(=O)OCC(=O)c1cccc([N+](=O)[O-])c1)NC1CCCCC1 the results were S1P3 antagonist -3.
For CCCSc1nc2sc3c(c2c(=O)n1CC)CC(C)(C)OC3 the results were S1P3 antagonist -12.
Screening Oc1[nH]c2ccccc2c1N=Nc1nc(Nc2ccccc2)nc(N2CCOCC2)n1 returned S1P3 antagonist 6.
`Cc1ccc(CN2C(=O)N/C(=C\c3ccc(-c4ccc(C(=O)O)cc4C)o3)C2=O)cc1` gave S1P3 antagonist -17.
CCCCc1c(O)nc(SCC(=O)c2ccccc2)n(-c2ccccc2)c1=O was read as S1P3 antagonist -7.
Screening CCn1nnc(NC(=S)NC(=O)c2ccc(-c3cccc(Cl)c3)o2)n1 returned S1P3 antagonist -4.
Screening CN(/N=C/c1ccc(Cl)cc1)c1ncc(Cl)cc1C(F)(F)F returned S1P3 antagonist 2.
For CN1CCN(c2ccccc2NC(=O)c2ccc(F)cc2)CC1 the results were S1P3 antagonist -2.

Five entries drawn at random from those above, as already listed:
Screening CC(NC(=O)CSc1n[nH]c(=O)[nH]c1=O)C1CC2CCC1C2 (stereo not drawn) returned S1P3 antagonist -12.
For O=C(CCC(=O)OCC(=O)c1cccc([N+](=O)[O-])c1)NC1CCCCC1 the results were S1P3 antagonist -3.
CCCNC(=O)Cn1sc2nc(C)cc(C)c2c1=O was read as S1P3 antagonist -2.
`O=c1c(C(c2ccc(Cl)cc2)c2c(O)nc3n(c2=O)CCCS3)c(O)nc2n1CCCS2` gave S1P3 antagonist -7.
Screening COc1cc(/C=C2\SC(=S)N(N3CCOCC3)C2=O)ccc1O returned S1P3 antagonist -1.

The list goes on.
Screening O=C(CCc1nnc(CCCCc2ccccc2)o1)N1CCCCC1CCO (stereo not drawn) returned S1P3 antagonist 0.
COc1ccc(C(=O)CSc2nnn(-c3cccc(NC(C)=O)c3)n2)cc1 was read as S1P3 antagonist -4.
Screening COc1ccc(OC)c(S(=O)(=O)NCC(=O)O)c1 returned S1P3 antagonist 11.
`CCn1c(SCC(=O)Nc2nccc(C)n2)nc2ccccc21` gave S1P3 antagonist -6.
For CCCCN(C)c1c(N2CCC(C(=O)OCC)CC2)c(=O)c1=O the results were S1P3 antagonist 0.
For S=C(Nc1ccc2c(c1)OCO2)Nc1ccccc1Cl the results were S1P3 antagonist -11.
`Clc1ccccc1C1=CC(c2ccco2)n2ncnc2N1` (stereo not drawn) gave S1P3 antagonist 32*.
Cc1cc(=O)[nH]c(SCC(=O)NN(c2ccccc2)c2ccccc2)n1 was read as S1P3 antagonist 5.
`CN(C(=O)COC(=O)c1ccc(-c2ccc(O)cc2)cc1)C1CCS(=O)(=O)C1` (stereo not drawn) gave S1P3 antagonist 6.
`Cc1ccc(S(=O)(=O)NNC(=O)c2cnn(-c3ccccc3)c2C(F)(F)F)cc1` gave S1P3 antagonist 2.
`COc1ccc(C2C(C(=O)c3cc4cccc(OC)c4o3)=C(O)C(=O)N2CCCN(C)C)cc1OC` (stereo not drawn) gave S1P3 antagonist -15.
For Cc1nc(N)c(CC(Br)CBr)c(Cl)n1 (stereo not drawn) the results were S1P3 antagonist 0.
O=S(=O)(Nc1ccccc1O)c1ccc(Cl)nc1 was read as S1P3 antagonist 2.
For CC(=O)N1CC[n+]2c(-c3ccc([N+](=O)[O-])cc3)csc21 the results were S1P3 antagonist -21.
Screening CCCc1cc(=S)n2c([nH]c3ccccc32)c1C#N returned S1P3 antagonist -10.
O=C(O)CCC(=O)Nc1nc2nccc(-c3ccccc3)n2n1 was read as S1P3 antagonist -1.
Screening Cc1ccc2nc(Nc3ncc4c(n3)CCCC4=O)nc(C)c2c1 returned S1P3 antagonist -18.
For CC1(C)CC(=O)C2=C(C1)OC(N)=C(C#N)[C@@H]2c1ccccc1[N+](=O)[O-] the results were S1P3 antagonist -14.
CCCCOc1ccc(CSC(=N)N)cc1Cl was read as S1P3 antagonist -15.
`Cc1cc(=O)[nH]c2c1c(C)nn2C(C)(C)C` gave S1P3 antagonist 0.
Cn1c(=O)c2c(ncn2CC(=O)N/N=C/C=C\c2ccccc2[N+](=O)[O-])n(C)c1=O was read as S1P3 antagonist 7.
`CC(=O)c1cccc(OCC(=O)N(C)CC(=O)Nc2ccc(F)cc2)c1` gave S1P3 antagonist 0.
`Cn1c(C2=C(O)CN(Cc3ccccc3)C2=N)nc2ccccc21` gave S1P3 antagonist -23.
Nc1cc(N)nc(SCc2cc([N+](=O)[O-])cc3c2OCOC3)n1 was read as S1P3 antagonist -10.
O=C(CSc1n[nH]c(=O)[nH]c1=O)N1CCCCCC1 was read as S1P3 antagonist 4.
For O=C(CC(Nc1ccc(Cl)cc1Cl)C(=O)O)c1ccccc1 (stereo not drawn) the results were S1P3 antagonist -10.
`O=C1CN(C(=O)CNCc2ccccc2)c2ccccc2N1` gave S1P3 antagonist -13.
Screening C=CCn1c(=O)c2ccccc2n2c(SCc3c(C(=O)OCC)oc4ccccc34)nnc12 returned S1P3 antagonist -14.
`COC(=O)C1=C2SCC(=O)N2C(N)=C(C#N)C1` gave S1P3 antagonist -1.
For CCOP(=O)(OCC)/C(C#N)=C/c1ccc([N+](=O)[O-])cc1 the results were S1P3 antagonist 20.
For CCCOP(=O)(c1ccc(N(C)C)cc1)C(Nc1ccccc1)c1ccc(C)cc1 (stereo not drawn) the results were S1P3 antagonist 10.
O=C(CC1SC(=O)N(c2ccccc2)C1=O)Nc1cccc2ccccc12 (stereo not drawn) was read as S1P3 antagonist 5.
Screening CNC(=O)/C(C#N)=C1\SC(Cc2ccc(F)cc2)C(=O)N1c1ccccc1C (stereo not drawn) returned S1P3 antagonist 8.
O=C(Nc1ccccc1)Nc1cccc2ccccc12 was read as S1P3 antagonist -10.
`S=C(NCc1ccco1)N/N=C/c1ccncc1` gave S1P3 antagonist -4.
Cc1ccc(N(C(=O)Nc2ccccc2)C2=NCCC2)cc1 was read as S1P3 antagonist -1.
For O=[N+]([O-])c1ccccc1/C=C/C=N/n1c(-c2cc(-c3ccccc3)n[nH]2)n[nH]c1=S the results were S1P3 antagonist -12.
For Cc1cc(N)n(-c2ccc(S(=O)(=O)N3CCOCC3)cc2[N+](=O)[O-])n1 the results were S1P3 antagonist 13.
CN(C)c1nc(C(=O)O)nc(N2CCOCC2)n1 was read as S1P3 antagonist -4.
Screening Cc1nn(-c2ccccc2)c2sc(C(=O)OCC(=O)N3CCCCC3)cc12 returned S1P3 antagonist -35.
CC(C)(C)c1ccc(C(=O)/C(C#N)=C/c2cccs2)cc1 was read as S1P3 antagonist -6.
For CN(CC(=O)NC(=O)NCc1ccco1)CC(=O)Nc1ccccc1Cl the results were S1P3 antagonist -10.
For COc1ccc(OCC(O)CNCCNc2nccc(C(F)(F)F)n2)cc1 (stereo not drawn) the results were S1P3 antagonist 9.
`COCCNC(=O)/C(C#N)=C/c1cccs1` gave S1P3 antagonist 12.
`NS(=O)(=O)c1ccc(N/N=C/c2ccc(O)cc2O)c([N+](=O)[O-])c1` gave S1P3 antagonist -6.
Screening O=C(N/N=C/c1ccncc1)c1nc2ccccc2c(=O)[nH]1 returned S1P3 antagonist -8.
`N#Cc1nnn(-c2cc(Cl)cc(Cl)c2)c1N` gave S1P3 antagonist -14.
Cc1onc(-c2c(Cl)cccc2Cl)c1C(=O)O/N=C(\C#N)c1ccccc1 was read as S1P3 antagonist -13.
`Cc1nn(-c2ccccc2)nc1CNC(=O)c1ncoc1-c1ccccc1` gave S1P3 antagonist 3.
O=C(CC1SC(=Nc2ccc(OC(F)F)cc2)N(CCN2CCOCC2)C1=O)Nc1ccccc1 (stereo not drawn) was read as S1P3 antagonist -22.
For COc1cc(OC)c(/C=N/NC(=O)Cn2nc([N+](=O)[O-])cc2C)c(OC)c1 the results were S1P3 antagonist 7.
Screening CC(C)(C)OC(=O)NCCc1nnc(SCc2ccccc2)o1 returned S1P3 antagonist -10.
CC1(C)CC(N2CCN(C(c3ccccc3)c3ccccc3)CC2)=CC(=[N+]2CCCCC2)C1 was read as S1P3 antagonist 3.
COc1ccc2c(c1OC)C(=O)OC2Nc1nc2ccccc2s1 (stereo not drawn) was read as S1P3 antagonist -4.
`CC(C)[C@H](NC(=O)NCc1ccc(F)cc1)C(=O)O` gave S1P3 antagonist -7.
`NNC(=S)NCc1ccco1` gave S1P3 antagonist -22.
Fc1ccc(Nc2nnc(C(F)(F)F)s2)cc1 was read as S1P3 antagonist -7.
Screening CCOC(=O)C1CC(C)=C(C)CC1C(=O)O (stereo not drawn) returned S1P3 antagonist -8.
`COc1ccc(C(=O)/C=C/c2ccc(N(C)C)cc2)c(OC)c1` gave S1P3 antagonist 7.

Only part of the results is shown (hit frequency here may not be typical).
